Scp1 inh: Scp-1 (human) phosphatase inhibition. Q9GZU7. Recombinant Scp1, phosphopeptide, malachite green phosphate absorbance. inhibition, % at 20 µM. 0.88% of 340,000 active. AID 493091;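 active = inhibition above about 50% at 20 µM, limit read from the data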;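 note: plate controls were DMSO wells with enzyme for no effect and wells lacking enzyme for full effect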
Target sequence (Q9GZU7 76-261 limits assumed): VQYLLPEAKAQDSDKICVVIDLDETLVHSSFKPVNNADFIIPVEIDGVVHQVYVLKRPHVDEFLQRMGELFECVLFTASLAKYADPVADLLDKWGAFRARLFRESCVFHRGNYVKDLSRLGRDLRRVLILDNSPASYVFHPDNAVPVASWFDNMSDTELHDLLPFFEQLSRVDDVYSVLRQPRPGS
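assay system = SCP-1 phosphatase catalytic domain, residues 76-261 | buffer or medium = 50 mM Tris acetate pH 5.5, 0.005% Tween-20, 10 mM MgCl2 | incubation = enzyme reaction 45 min at room temperature, colour 5 min, stabilisation 30 min | signal = Phosphate-binding colour reagent, absorbance read at 630 nm | measure = % inhibition at 20 µM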
Rpn11 inh: blocks the human proteasome subunit Rpn11; human 26S proteasome, Ub4-pepOG fluorescence polarization; 20S core pre-blocked with epoxomicin; AID 588493; calls only at 20 µM; 0.59% of 360,000 active;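 active = inhibition at 20 µM, scaled to each plate's controls, above about 33%, limit read from the data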
LMPTP block: LMPTP (human) inhibition; P24666; 0.22% of 360,000 active; inhibition, % at 20 µM; recombinant LMPTP-A, OMFP fluorogenic substrate, fluorescence intensity;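 active = compounds that cut the enzyme signal by at least half of the control window in the single-dose screen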;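 note: plate controls were DMSO wells with enzyme plus substrate for no effect and substrate without enzyme for full effect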
Target sequence (P24666 whole entry, looked up): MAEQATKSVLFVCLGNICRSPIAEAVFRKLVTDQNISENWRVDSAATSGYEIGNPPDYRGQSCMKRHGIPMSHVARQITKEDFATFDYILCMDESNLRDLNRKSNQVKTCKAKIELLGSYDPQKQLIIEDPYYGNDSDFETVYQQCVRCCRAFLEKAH
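Assay system: LMPTP-A, protein tyrosine phosphatase of low molecular weight / Medium: pH 6.0 Bis-Tris buffer with DTT and Triton X-100 / Schedule: 50 min enzyme reaction at room temperature, protected from light / Measured by: endpoint fluorescence intensity from OMFP dephosphorylation / Read-out basis: % inhibition relative to no-enzyme and uninhibited control wells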
STEP inh: STEP (human) phosphatase inhibition. recombinant STEP, OMFP fluorogenic substrate, fluorescence. inhibition, % at 20 µM. 0.25% of 360,000 active;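 active = inhibition at 20 µM, scaled per plate between control wells, above about 37%, limit read from the data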;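 note: 0% = DMSO with enzyme and substrate and 100% = substrate only without enzyme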
Target sequence (P54829 whole entry, looked up): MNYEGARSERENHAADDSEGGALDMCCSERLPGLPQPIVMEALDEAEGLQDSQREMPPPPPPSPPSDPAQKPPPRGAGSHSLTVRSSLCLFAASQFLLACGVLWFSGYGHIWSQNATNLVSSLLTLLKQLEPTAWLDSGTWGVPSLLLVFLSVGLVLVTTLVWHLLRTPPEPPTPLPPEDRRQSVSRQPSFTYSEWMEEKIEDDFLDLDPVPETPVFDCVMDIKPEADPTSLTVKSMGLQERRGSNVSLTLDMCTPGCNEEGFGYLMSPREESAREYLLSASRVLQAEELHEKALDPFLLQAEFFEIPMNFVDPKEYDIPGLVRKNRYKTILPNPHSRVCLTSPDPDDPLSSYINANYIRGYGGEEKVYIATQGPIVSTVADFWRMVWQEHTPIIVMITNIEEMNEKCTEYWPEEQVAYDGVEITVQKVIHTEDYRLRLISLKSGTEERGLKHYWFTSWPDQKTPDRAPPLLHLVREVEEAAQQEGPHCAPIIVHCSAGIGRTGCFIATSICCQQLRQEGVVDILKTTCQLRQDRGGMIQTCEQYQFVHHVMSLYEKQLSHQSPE
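Measure: Control-normalized % inhibition with plate pattern correction | Test system: STEP phosphatase, cell-free reaction | Medium: pH 6.0 Bis-Tris with DTT and Tween 20 | Technique: Fluorescence, 480/540 nm | Times: Reaction 20 min, ambient temperature | Doses: Single compound dose of 20 µM, 1% DMSO final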
NadD inh: NadD (S. aureus) enzyme inhibition. 0.78% of 360,000 active. inhibition, % at 20 µM. purified NadD enzyme, colorimetric absorbance read-out; in the data active = inhibition above about 26%; note: some compounds past the cut are filed as inactive
CSN deneddyl inh: CSN deneddylation inhibition; 0.38% of 360,000 active; Purified CSN, SCF-Nedd8-OG deneddylation, fluorescence polarization; Q92905; inhibition, % at 12.5 µM;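 active = pattern-corrected inhibition above about 35%, with an unprinted fluorescence ratio check between 0.5 and 1.5, limit read from the data, passing the limit was not always enough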;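 note: 0% = enzyme with substrate and 100% = substrate without enzyme; some results filed as inactive read as strong as hits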
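Assay system: purified human Csn5 enzyme expressed in HEK293T cells; Input: 0.24 nM Csn5 enzyme, final concentration; Reagent: 10 nM SCFSkp2-Nedd8OG; Compound dosing: 12.5 µM single point; Times: reaction 90 min, room temperature; Technique: fluorescence polarization readout.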
MsrA inhibitor: bovine MsrA inhibition; inhibition, % at 15.5 µM; purified bovine MsrA, absorbance read-out; 0.75% of 360,000 active; AID 651718; in the data active = inhibition above about 4.5%;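 note: 0% = vehicle wells with enzyme and 100% = reference inhibitor wells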
Tb MetRS inh: Trypanosoma brucei MetRS inhibition. purified T. brucei MetRS, ATP depletion, Kinase-Glo luminescence. inhibition, % at 11.9 µM. 0.4% of 360,000 active;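 active = inhibition above a per-plate cutoff of the control wells' mean inhibition plus 3 SD, cut at about 5.5% in these data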;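 note: 0% = DMSO wells median and 100% = median of wells with control inhibitor compound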
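Assay system: T. brucei methionyl-tRNA synthetase, purified | Medium: HEPES buffer with MgCl2, KCl, DTT, spermine, BSA, pyrophosphatase | Compound: 11.9 µM single point | Incubation: 15 min enzyme-compound preincubation, 2 h reaction, 10 min detection, 25 °C | Measured by: Kinase-Glo luciferase luminescence reporting remaining unconsumed ATP | Measure: % inhibition normalized to control-well medians | Replication: Singlicate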
DNMT1 block: blocks human DNA methyltransferase DNMT1; DNMT1 molecular beacon, Hinp1I cleavage, fluorescence; inhibition (reported as % activation of signal), % at 10 µM; 0.83% of 360,000 active; P26358; AID 588458; in the data active = inhibition above about 50%
SUMO1-SIM PPI: modulators of human SUMO1-mediated protein-protein interactions. inhibition, % at 20 µM. P63165. SUMO1 binding to a labelled peptide, TR-FRET, 1 h. AID 602429. 0.33% of 360,000 active; in the data active = inhibition above about 37%
Target sequence (P63165 whole entry, looked up): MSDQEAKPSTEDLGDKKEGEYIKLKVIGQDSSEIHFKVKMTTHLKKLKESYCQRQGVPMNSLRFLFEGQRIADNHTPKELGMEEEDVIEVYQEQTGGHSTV
Numbers without * were called inactive; i = inactive; . = not tested or not shown; & = joins results of further samples; ! = a repeat was not active.

SMILES	Scp1 inh	Rpn11 inh	LMPTP block	STEP inh	NadD inh	CSN deneddyl inh	MsrA inhibitor	Tb MetRS inh	DNMT1 block	SUMO1-SIM PPI
COc1cc2c(cc1OC)C(C)N(C(=O)c1sccc1C)CC2 (centres undefined)	-4.0	i	-0.7	-4.4	-2.0	-3.8	1.5	-0.2	-1.5	2.0
C=CCNCC#CCOc1ccc(OC)cc1	0.4	i	-1.0	-0.9	-0.6	-1.7	-0.9	-0.1	-3.0	2.3
Cc1ccc(NC(=O)CCn2cccc2)cc1	-9.5	i	-0.4	-0.3	-1.9	1.7	-0.5	0.0	-2.2	-1.8
CC(C)Cn1c(N)c(C(=O)COC(=O)CC23CC4CC(CC(C4)C2)C3)c(=O)n(C)c1=O	-3.3	i	-0.7	0.8	-5.8	2.6	0.0	-2.7	6.0	1.1
Cc1cc(OC2CCCCC2)nc(NCc2ccccc2)n1	-0.7	i	-0.4	-0.5	0.6	-0.2	1.1	-0.4	2.0	1.1
CCCn1nc2cc(C(=O)NCCc3ccc(C)cc3)ccc2c1OCC	-7.7	i	1.6	-1.6	0.2	-1.7	-0.5	0.2	4.0	-4.1
CCN(CC)C(=O)Cn1cc(C(=O)C(=O)N2CC=C(c3ccccc3)CC2)c2ccccc21	-5.2	i	0.8	-0.2	8.2	0.5	1.0	-0.4	-2.3	-5.8
Cc1cc2nc(/N=C(\N)NC(=O)N3c4ccccc4Sc4ccccc43)nc(C)c2cc1C	7.5&16.0	i	1.8&1.8	2.6&1.4	26.7*!	1.0&-2.0	0.0&0.7	-0.2&-0.9	0.0&-3.1	-6.9&-2.9
COc1ccc2nc(C)cc(N3CCN(c4ccccc4)CC3)c2c1	-4.7	i	2.8	2.5	-7.4	-4.7	1.9	0.1	0.9	-15.2
Cc1nc(N(C)Cc2ccccc2)c2nnn(Cc3ccccc3)c2n1	-4.3	i	1.7	-0.1	0.5	2.1	-0.5	0.2	-7.4	-3.2
O=C(COC(=O)c1ccc([N+](=O)[O-])s1)Nc1ccc(F)cc1	-7.5	i	0.1	0.5	-9.6	11.7	1.6	-0.1	17.8	26.0
CCOC(=O)C1=CCN(S(=O)(=O)c2ccccc2Br)C1c1ccc(F)cc1 (centres undefined)	.	i	0.8	-1.0	-5.8	-4.1	-1.1	-0.6	-3.0	6.5

Some values from the results shown:
MsrA inhibitor, CCN(CC)C(=O)Cn1cc(C(=O)C(=O)N2CC=C(c3ccccc3)CC2)c2ccccc21 = 1.0
SUMO1-SIM PPI, Cc1cc(OC2CCCCC2)nc(NCc2ccccc2)n1 = 1.1
SUMO1-SIM PPI, COc1ccc2nc(C)cc(N3CCN(c4ccccc4)CC3)c2c1 = -15.2
Tb MetRS inh, COc1cc2c(cc1OC)C(C)N(C(=O)c1sccc1C)CC2 (centres undefined) = -0.2
DNMT1 block, Cc1cc2nc(/N=C(\N)NC(=O)N3c4ccccc4Sc4ccccc43)nc(C)c2cc1C = 0.0&-3.1
NadD inh, CCOC(=O)C1=CCN(S(=O)(=O)c2ccccc2Br)C1c1ccc(F)cc1 (centres undefined) = -5.8

New compounds follow
SMILES	Scp1 inh	Rpn11 inh	LMPTP block	STEP inh	NadD inh	CSN deneddyl inh	MsrA inhibitor	Tb MetRS inh	DNMT1 block	SUMO1-SIM PPI
CC(=O)N1CCSc2ccc(S(=O)(=O)NCc3ccccc3)cc21	-5.2	i	-1.3	-2.4	1.5	-0.3	2.6	0.0	6.5	6.5
COc1ccc(-c2nc3cc(NC(=S)NC(=O)Cc4ccccc4)ccc3o2)cc1	-7.8	i	3.4	0.4	1.0	-11.9	-1.0	-0.4	-12.7	1.4
CC1SC(=NC(=O)c2ccco2)NC1=O (centres undefined)	-2.5	i	-0.3	3.1	-3.0	-7.2	-0.5	-0.2	-6.8	7.2
Cn1ccc(C(=O)N/N=C/c2ccncc2)n1	-12.7	i	-1.1	0.8	-3.9	-0.9	0.7	-1.0	2.1	-9.5
CSc1ccccc1C(=O)NCCSc1ccc(C)cc1	-7.7	i	-1.0	0.3	-4.4	-1.6	-0.7	-0.1	-0.8	0.1
COc1cc(/C(C)=N/N2CCN(Cc3ccc(C)cc3)CC2)ccc1O	-9.4	i	-2.1	-0.2	-7.2	-1.8	2.3	-0.1	0.9	0.7
CC(=O)c1cccc(NC(=O)c2ccc(NC(=O)CCS(=O)(=O)c3cccs3)cc2)c1	-5.3	i	0.1	-2.6	-6.1	-0.8	-0.2	0.7	-5.0	8.1
CC1CN(C(=S)NC(=O)c2ccc([N+](=O)[O-])cc2)CC(C)O1 (centres undefined)	-4.8	i	-2.6	-3.1	-3.5	-6.1	1.0	-0.7	2.1	-10.0
c1ccc(Nc2nc(NCc3ccco3)c3ccccc3n2)cc1	-7.3	i	8.8	5.0	-3.8	9.0	1.5	2.0	2.3	-8.5
COc1cc(OC)c(OC)cc1/C=N/NC(=O)c1ccc2nc[nH]c2c1	-2.6	i	-0.3	-0.6	-7.7	-1.6	2.1	-0.4	-0.5	5.3
O=C(O)C1C2C=CC3(O2)C1C(=O)N1c2ccccc2C2OCCC2C13 (centres undefined)	48.4	i	0.1	5.3	3.9	0.5	-0.1	-1.2	37.6	-4.8
CC(=O)c1c(C)[nH]c(C(=O)OCC(=O)NNC(=O)c2ccc([N+](=O)[O-])cc2)c1C	-6.7	i	3.7	-0.4	2.8	-2.3	2.2	-0.3	-2.3	-28.4

Limited to Rpn11 inh and Scp1 inh (3 entries from above):
Molecule | Rpn11 inh | Scp1 inh
CC(=O)N1CCSc2ccc(S(=O)(=O)NCc3ccccc3)cc21 | i | -5.2
Cn1ccc(C(=O)N/N=C/c2ccncc2)n1 | i | -12.7
COc1cc(/C(C)=N/N2CCN(Cc3ccc(C)cc3)CC2)ccc1O | i | -9.4

(cont.)
SMILES	Scp1 inh	Rpn11 inh	LMPTP block	STEP inh	NadD inh	CSN deneddyl inh	MsrA inhibitor	Tb MetRS inh	DNMT1 block	SUMO1-SIM PPI
Cc1ccc(NC(=O)C2=C(C(=O)O)CCCC2)cc1F	-7.7	i	-0.5	0.2	2.9	2.5	-1.1	-0.3	8.6	3.2
NNC(=O)CC1NCCN(Cc2ccccc2)C1=O (centres undefined)	0.1	i	-2.4	-1.1	-1.6	1.6	-0.8	-0.8	1.3	-0.3
CCOc1ccc(NC2=NCCC(=O)N2Cc2cccs2)cc1	-3.6	.	1.5	1.4	-0.2	0.5	-1.0	-0.4	1.6	-3.3
CCOc1ccc(Cc2nc(N)nc(N)n2)cc1	0.4	i	-1.2	-0.7	4.1	2.7	-0.2	-0.5	-2.6	-0.7
CCCCc1cc(=O)oc2c(C)c(OCC(=O)N3CCCC3)ccc12	3.8	i	-0.1	-2.7	3.7	1.2	0.7	-0.4	0.0	-0.2
CN1C(=O)C(CC(=O)Nc2ccc(Cl)cc2)N(Cc2ccco2)C1=S (centres undefined)	-5.7	i	-0.8	-0.6	-3.8	7.5	1.4	1.2	-6.1	-3.7
COc1ccc(CCNC(=O)C2CCN(Cc3nc(-c4cccc(Cl)c4)oc3C)CC2)cc1OC	-7.3	i	-0.5	1.7	-6.9	2.6	.	0.6	-10.4	2.0
Cn1c(Cc2ccc3c(c2)OCO3)nnc1SCC(=O)NC(C)(C)C	-9.4	i	-1.6	-0.1	-6.5	-5.6	-1.7	-0.2	0.8	26.7
O=C(CC(=O)N1CCN(c2ccccn2)CC1)Nc1ccc2nc3n(c(=O)c2c1)CCCCC3	-6.0	i	-0.9	-0.8	1.7	0.4	-0.7	-0.3	7.8	9.0
COc1cc([N+](=O)[O-])c2nccnc2c1	-0.3	i	-0.4	0.8	4.2	-5.2	0.5	3.0	-1.9	-11.4
COc1ccc(NC(=S)NCC(c2cccnc2)N2CCOCC2)cc1 (centres undefined)	-10.4	i	0.2	-2.5	-3.4	3.4	0.3	-1.0	-1.1	-2.0
COC(=O)CNC(=O)C1CCN(c2nc(C)cc(C)n2)CC1	-6.5	i	-0.3	6.4	-1.5	2.5	1.6	-0.5	3.4	6.8
CCOc1ccc(C2CC(c3cccc(OC)c3)Nc3ncnn32)cc1 (centres undefined)	4.4	i	-2.0	1.8	7.4	1.4	0.0	-0.1	2.4	1.6
COc1ccc(N2CC(C(=O)Nc3nnc(SCc4cccnc4)s3)CC2=O)cc1 (centres undefined)	1.0	i	2.3	-0.1	5.5	-1.6	-1.0	-0.3	-1.6	-0.7
O=C(c1cc([N+](=O)[O-])cc([N+](=O)[O-])c1)N1CCOCC1	-4.6	i	-2.2	1.6	-4.8	-3.0	-1.0	-0.1	-2.1	-23.1
COc1ccc2c(c1)C(=O)N1[C@H]3c4cc(Br)ccc4OC[C@@H]3[C@H](c3ccccc3)[C@]1(C)C(=O)N2	-10.3	i	0.5	1.0	30.4*	6.0	.	-0.3	-3.1	1.7
N#Cc1cc2c(cc1NC(=O)CCn1cnnn1)OCO2	-5.1	i	-0.8	-3.5	-1.7	1.6	0.8	-0.7	2.1	-0.9
Cc1ccc(C(=O)Nc2ccccc2C(=O)NC(Cc2c[nH]c3ccccc23)C(=O)O)cc1 (centres undefined)	-6.7	i	0.3	-1.9	7.3	-2.7	1.4	-0.4	-2.9	11.2
CCn1c(CC(=O)Nc2ccc(C)cc2)n[nH]c1=S	-1.0	i	-3.0	4.2	2.1	-9.9	-1.1	-0.7	0.2	0.6
CCOC(=O)N/N=C\c1sccc1C	-4.0	i	0.1	-3.0	1.3	4.7	1.0	0.2	-2.6	-6.5
OC1CCN(CC(O)C(F)(F)F)CC1 (centres undefined)	5.5	i	-1.0	-3.4	1.8	1.7	-0.8	1.6	-1.9	-2.4
COc1cc(C(=S)N2CCCC2)cc(OC)c1OS(=O)(=O)c1ccc(NC(C)=O)cc1	2.4	i	0.1	0.8	4.6	-3.2	0.1	-1.1	4.6	-3.9
C#CCN1C(=O)C(O)(CC(=O)/C=C/c2ccco2)c2ccccc21 (centres undefined)	17.0	i	0.5	0.7	4.9	8.9	2.5	-0.1	17.9	-6.0
Oc1ccc(C[C@H]2CNC(=S)N2CC2CCCN2C[C@H](Cc2ccc(O)cc2)N2C[C@H](Cc3ccc(O)cc3)N(CC3CCCCCC3)C2=S)cc1 (some centres undefined)	30.0	i	6.8	-2.0	55.4*	8.5	-0.1	0.4	-31.4	8.9
COc1ccc(Oc2cn[nH]c2-c2ccc(O)cc2O)cc1	-3.3	i	-1.7	2.0	-7.5	5.1	0.1	-0.5	-12.0	7.3

Screening results (PubChem)
